Screens: PubChem, several laboratories
Kir21 block: inhibitors of mouse Kir2.1 inward-rectifier potassium channel; P35561; HEK293-Kir2.1, FluxOR thallium flux fluorescence; hits give low values; B-score at 10 µM; 310,000 compounds, 0.85% hits;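 active = fluorescence ratio B-score at or below minus 3 SD of library scores, with starting-brightness B-score within 2 SD, cut at about -4.2 in these data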;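 also: channel flux triggered by added potassium and thallium sulfate stimulus; B-score of peak minus minimum fluorescence over baseline after thallium stimulus; more negative B-score means stronger Kir2.1 block with less thallium influx; some compounds called inactive have numbers as strong as hits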
Target sequence (P35561 whole entry, looked up): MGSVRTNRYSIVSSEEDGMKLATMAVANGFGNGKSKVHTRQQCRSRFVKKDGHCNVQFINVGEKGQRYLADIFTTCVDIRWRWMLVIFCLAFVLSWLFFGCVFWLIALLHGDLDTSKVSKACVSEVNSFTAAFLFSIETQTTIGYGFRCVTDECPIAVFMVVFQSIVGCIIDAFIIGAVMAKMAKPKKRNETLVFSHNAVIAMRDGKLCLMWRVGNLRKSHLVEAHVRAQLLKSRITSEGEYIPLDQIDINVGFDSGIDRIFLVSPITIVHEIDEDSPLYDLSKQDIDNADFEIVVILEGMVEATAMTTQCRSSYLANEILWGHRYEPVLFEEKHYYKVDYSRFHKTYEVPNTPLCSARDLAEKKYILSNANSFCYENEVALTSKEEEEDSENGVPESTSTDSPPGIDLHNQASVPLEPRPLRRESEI
KCNQ2 inh: KCNQ2 potassium channel inhibitors, primary screen, cell-based, CHO-K1, FluxOR thallium flux, B-score (AID 2156); O88943; 310,000 compounds, 1.1% hits; B-score at 10 µM; 20 min; hits give low values;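 active = fluorescence ratio B-score at most minus 3 library SDs, with starting brightness B-score within 2 library SDs, cut at about -5.5 in these data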
STK33 kinase inh: inhibitors of human STK33 kinase | Q9BYT3 | purified STK33, MBP phosphorylation, ADP-Glo luminescence | inhibition, % at 10 µM | 320,000 compounds, 0.073% hits;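 active = inhibition at or above 25%, using the most active replicate where run in duplicate; inactive = inhibition below 25%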
Target sequence (Q9BYT3 whole entry, looked up): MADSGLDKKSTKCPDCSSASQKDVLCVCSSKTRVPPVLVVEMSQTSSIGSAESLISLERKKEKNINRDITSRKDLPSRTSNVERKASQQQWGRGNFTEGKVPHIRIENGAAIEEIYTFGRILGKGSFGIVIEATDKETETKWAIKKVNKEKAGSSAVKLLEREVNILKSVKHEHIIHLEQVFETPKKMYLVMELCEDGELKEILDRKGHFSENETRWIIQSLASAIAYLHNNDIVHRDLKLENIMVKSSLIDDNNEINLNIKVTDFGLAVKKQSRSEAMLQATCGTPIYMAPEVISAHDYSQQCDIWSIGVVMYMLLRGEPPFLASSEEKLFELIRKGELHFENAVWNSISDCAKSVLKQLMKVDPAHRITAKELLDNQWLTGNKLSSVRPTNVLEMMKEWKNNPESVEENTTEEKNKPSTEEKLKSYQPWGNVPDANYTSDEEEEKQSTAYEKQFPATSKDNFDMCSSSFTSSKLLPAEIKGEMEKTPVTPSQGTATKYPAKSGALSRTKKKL
An asterisk follows results filed as active; i = inactive; . = not tested or not shown.

Screens in order – Kir21 block	KCNQ2 inh	STK33 kinase inh
- Oc1[nH]c2ccccc2c1N=Nc1nc2ccccc2s1
  0	i	3.0
- CCCn1c(-c2ccc(F)cc2)n[nH]c1=S
  0.46	i	-0.9
- CSc1ccccc1C(=O)NC1CC2CCC1C2 (configuration not stated)
  0.08	i	-0.4
- COc1ccc2[nH]c(=O)c(CNc3ccccc3C)cc2c1
  0.75	i	-0.5
- CC(=O)c1c(C)[nH]c(C(=O)OCC(=O)Nc2ccc(Cl)cc2[N+](=O)[O-])c1C
  -1.1	i	-0.4
- CC1CC(=O)c2cnc(NCC3CCCO3)nc2C1 (configuration not stated)
  1.9	i	-1.2
- O=C(NCC(c1cccs1)N1CCOCC1)c1cn(-c2ccccc2)nc1-c1ccc(F)cc1 (configuration not stated)
  -0.59	i	-0.1
- COc1cccc(N2C(=O)C(CC(=O)Nc3ccc(F)cc3)N(C3CCCCC3)C2=O)c1 (configuration not stated)
  0.13	i	-2.0
- O=C(Nc1nnc(-c2ccccc2)o1)NC1CCCCC1
  -0.26	i	0.7
- CCCCCn1ccc(=O)c2c(C(F)(F)F)nccc21
  1.6	i	-1.5
- O=C(Nc1nnc(-c2ccc(F)cc2)o1)c1ccco1
  0.75	i	-1.6
- O=C(Nc1ccc(N2CCOCC2)cc1)C1CC(O)CN1S(=O)(=O)c1ccc(Cl)cc1 (configuration not stated)
  0.19	i	-1.0
- CCOC(=O)C1=C(C)N=c2s/c(=C\c3cccn3C)c(=O)n2C1c1cccc(OC)c1OC (configuration not stated)
  0.53	i	-0.3
- CCOc1nc(SCCOc2ccccc2)nc(N(C)C)n1
  1.5	i	-0.6
- COCCN1CCN(c2c(C)c(C)nc3cc(-c4cccc(OC)c4)nn23)CC1
  0.06	i	0.6
- Cc1ccc(C(NC(=O)N2CC(C)OC(C)C2)C(Cl)Cl)cc1F (configuration not stated)
  0.47	i	-0.3
- CCn1cc(-c2cc(C(=O)O)on2)c(C)n1
  0.87	i	-0.5
- CC(=O)c1cc(C(=O)N2CCCC(CCC(=O)N(C)CCc3ccccn3)C2)cs1 (configuration not stated)
  -0.23	i	-1.1
- CCCOc1ccc(C(=O)OCC(=O)NCCc2ccc(OCC)c(OCC)c2)cc1OC
  -2.1	i	-1.8
- CC(C)CNC(=O)c1cccc(NC(=O)CSc2ccccc2)c1
  -2.4	i	-0.6
- Cc1cccc(CS(=O)(=O)Cc2ccc(C(=O)NC(C)c3ccccc3)o2)c1 (configuration not stated)
  1.1	i	1.3
- O=C(Nc1ccc2c(c1)OCO2)C1CCN(c2ccc(S(=O)(=O)N3CCOCC3)cc2)CC1
  0.47	i	-0.1
- O=C(CCCCCn1c(=S)[nH]c2ccc(N3CCOCC3)cc2c1=O)NCc1ccc2c(c1)OCO2
  0.9	i	-0.9
- CCCCNC(=O)c1onc(CSc2cccc(OC)c2)c1C(=O)O
  -0.54	i	-0.5
- CCOc1ccc(N2CC(C(=O)Nc3cccc(S(=O)(=O)NC4=NCCC4)c3)CC2=O)cc1 (configuration not stated)
  0.97	i	0.3
- CCOc1cc(C(F)(F)F)cnc1/C(N)=N/O
  -1.3	i	-2.3
- Cc1ccccc1C(=O)NNC(=S)NC(=O)c1cccnc1
  -0.17	i	-2.5
- Cc1ccc(Cl)cc1NC(=O)Cn1nc(-c2cccs2)ccc1=O
  0.01	i	-1.6
- COc1ccc(C2(C)NC(=O)N(CC(=O)NCCC3=CCCCC3)C2=O)cc1OC (configuration not stated)
  0.78	i	0.1
- O=C(O)C1C2C=CC3(O2)C1C(=O)N1c2ccccc2COC13 (configuration not stated)
  2.2	i	-2.1
- Cc1ccc(S(=O)(=O)N2CCN(C(=O)N3CCOCC3)CC2)cc1C
  0.06	i	-0.6
- C/C=C/C(=O)OCC(=O)Nc1cc([N+](=O)[O-])ccc1Cl
  0.8	i	-0.9
- CCN(CC(=O)NCc1ccc(F)cc1)C(=O)/C=C/c1ccc(OC)cc1
  -1.4	i	-0.7
- O=C(O)CCCCCNS(=O)(=O)c1cccc2c1C(=O)c1ccccc1C2=O
  -0.1	i	-2.7
- COc1ccc(S(=O)(=O)Nc2ccc(F)c(F)c2)cc1Cl
  -1.2	i	-1.0
- NC(=O)Cn1cc(C(=O)C(=O)N2CCOCC2)c2ccccc21
  -1.1	i	-0.7
- Cc1cc(/C=C2\C(=O)NN(c3ccccc3)C2=O)c(C)n1-c1ccccc1O
  -0.27	i	-3.5
- CC[C@H](C)[C@H](NC(N)=O)C(=O)Nc1ccc2c(c1)OCO2
  0.8	i	-1.0
- N#CCCN(C(=O)COC(=O)c1ccc(CNS(=O)(=O)c2ccc(F)c(Cl)c2)cc1)c1ccc(F)cc1
  0.21	i	-1.2
- O=C(N/N=C/c1c(Cl)nc2ccccn2c1=O)c1cccnc1
  -2.7	i	0.3
- Cc1cccc(-n2nc3c(c2NC(=O)c2ccco2)CS(=O)C3)c1C (configuration not stated)
  -0.58	i	.
- C/C(NCc1ccccc1)=C(\C#N)C(=O)NCc1ccccc1
  0.22	i	-1.2
- O=C(Cc1ccc(Cl)cc1)NC1CC1
  -0.72	i	0.2
- Cc1ccc(NC(=S)NC2CC3CCC(C2)N3Cc2ccco2)c(C)c1 (configuration not stated)
  -0.4	i	0.8
- COc1ccc(C)cc1NC(=S)NN1CCN(C)CC1
  -0.7	i	-1.4
- Cc1n[nH]c(C)c1S(=O)(=O)N1CCOCC1
  -2.2	i	-0.7
- CN(C)c1ccc(/C=N/NC(=O)C2COc3ccccc3O2)o1 (configuration not stated)
  -0.22	i	-1.6
- Cc1cccc(C(=O)NCC(=O)OCc2cc(=O)n3ccsc3n2)c1
  2.1	i	-0.4
- Cc1ccc(CCC(=O)Nc2ccccc2C(=O)O)o1
  0.39	i	-0.1
- O=C(c1cccc(S(=O)(=O)N2CCOCC2)c1)N1CCCc2ccccc21
  -0.64	i	1.0
- S=c1[nH]nc([C@@H]2C[C@H]2c2ccccc2)n1-c1ccccc1Cl
  -1.8	i	-1.8
- COc1ccccc1C(c1nnnn1C(C)(C)C)N1CCCc2ccccc21 (configuration not stated)
  -1.6	i	-0.7
- CCCCC(NC(=O)c1ccccc1)C(=O)OCC(=O)N1c2ccccc2Sc2ccccc21 (configuration not stated)
  -1	i	0.4
- O=S(=O)(NCc1ccccn1)c1ccccn1
  -0.12	i	-1.1
- Cc1ccccc1N1CC(C(=O)Nc2nnc(SCC(=O)Nc3nccs3)s2)CC1=O (configuration not stated)
  -0.04	i	-3.0
- O=C(NCc1cccc(Br)c1)C1CC(c2ccccc2C(F)(F)F)=NO1 (configuration not stated)
  -2.2	i	-1.0
- COc1ccc2nc(SCC(=O)Nc3ccc(S(=O)(=O)Nc4onc(C)c4C)cc3)[nH]c2c1
  -0.8	i	0.0
- O=C(CN(Cc1ccccc1)C(=O)CNS(=O)(=O)c1ccc(F)cc1)NCc1ccco1
  -0.54	i	-2.3
- Nc1ccccc1-c1nnc(SCc2ccccc2F)[nH]c1=O
  -0.4	i	-0.6
- O=C1CCC(=O)N1c1ccccc1-c1ccccc1
  -2.5	i	-1.1

Some of these compounds in order of the STK33 kinase inh value, low to high.
Screens in order – Kir21 block	KCNQ2 inh	STK33 kinase inh
- O=C1CCC(=O)N1c1ccccc1-c1ccccc1
  -2.5	i	-1.1
- Nc1ccccc1-c1nnc(SCc2ccccc2F)[nH]c1=O
  -0.4	i	-0.6
- O=C(Nc1ccc2c(c1)OCO2)C1CCN(c2ccc(S(=O)(=O)N3CCOCC3)cc2)CC1
  0.47	i	-0.1

(next part)
Screens in order – Kir21 block	KCNQ2 inh	STK33 kinase inh
- NC1=NC(c2ccc(Cl)cc2)C(C(=O)c2ccccc2)N1 (configuration not stated)
  -1.4	i	-1.1
- Cc1ccc(Nc2nc(N)nc(CN3CCN(Cc4ccc5c(c4)OCO5)CC3)n2)cc1
  0.1	i	-0.6
- Nc1cc(-c2ccc(Br)cc2)nn1Cc1ccccc1
  -0.66	i	.
- CC(C)C1N(S(=O)(=O)c2ccccc2)CCN1S(=O)(=O)c1ccccc1
  -0.74	i	-0.8
- COc1ccc(-n2cc(C(=O)Nc3cc([N+](=O)[O-])ccc3OC)c3ccccc3c2=O)cc1
  0.27	i	-1.8
- CC(C)CN(C(=O)COC(=O)CNC(=O)c1sc2ccccc2c1Cl)C1CCS(=O)(=O)C1 (configuration not stated)
  5.5	i	-2.4
- O=C1CC(C(=O)Nc2ccccc2)S/C(=N\NC(=O)c2ccccc2Cl)N1 (configuration not stated)
  0.6	i	-0.9
- FC(F)(F)Sc1ccc(NC(=S)NCc2ccccc2)cc1
  1.8	i	-1.2
- FC(F)Oc1ccc(-c2csc(Cc3nnc4n3CCCCC4)n2)cc1
  0	i	.
- Cc1cc(=O)[nH]c(N/N=C/c2ccc(Cl)c([N+](=O)[O-])c2)n1
  2.3	i	-1.8
- COc1ccccc1C(=O)N1CCN(c2cccc(Cl)c2)CC1
  0.86	i	0.5
- O=C(CN1C(=O)COc2ccc(S(=O)(=O)N3CCOCC3)cc21)Nc1cccc(Cl)c1
  -0.69	i	-2.3
- N#Cc1ccc(OCC(=O)NCCc2ccc(S(N)(=O)=O)cc2)cc1
  0.99	i	-1.0
- COc1ccc(N2CCN(S(=O)(=O)c3c(C)[nH]c(C)c3C(=O)N3CCCCC3)CC2)cc1
  1.6	i	-0.1
- Cc1ccc(C(C)(C)NC(=O)C2CCC(=O)N(CC3CCCCC3)C2)cc1 (configuration not stated)
  -0.58	i	-1.7
- CCC(C)NC(=O)CN1C(=O)NC2(CCOc3ccccc32)C1=O (configuration not stated)
  0.05	i	-0.5
- COC(=O)C1(CCSC)NC(c2ccc(O)cc2)C2C(=O)N(c3ccc4c(c3)OCCO4)C(=O)C21 (configuration not stated)
  1.8	i	0.0
- CCCn1c(SCC(=O)Nc2ccc(Cl)cn2)nnc1C1CC1
  -1.3	i	0.7
- CC1=NN(c2ccccc2)C(=O)/C1=C\c1cn(C)c2ccccc12
  -1.4	i	-1.0
- CC(=O)Nc1c2c(nn1-c1ccc(F)cc1)CSC2
  1	i	1.3

2 of these compounds, set out differently.
COc1ccccc1C(=O)N1CCN(c2cccc(Cl)c2)CC1
  Kir21 block: 0.86 | KCNQ2 inh: i | STK33 kinase inh: 0.5

Cc1ccc(C(C)(C)NC(=O)C2CCC(=O)N(CC3CCCCC3)C2)cc1 (configuration not stated)
  Kir21 block: -0.58 | KCNQ2 inh: i | STK33 kinase inh: -1.7

(list continues)
Screens in order – Kir21 block	KCNQ2 inh	STK33 kinase inh
- COc1ccc(/C=C/C(=O)N(C)C2CCS(=O)(=O)C2)cc1 (configuration not stated)
  -0.22	i	.
- COc1ccccc1N/N=C1\COC(C)(C)CC1=O
  0.24	i	1.6
- CC(=O)NC(Cc1ccccc1C)C(=O)NC1CCN(C(=O)c2ccc(C)cc2)CC1 (configuration not stated)
  0.98	i	0.2
- Cc1nc(NS(=O)(=O)c2cccc([N+](=O)[O-])c2)sc1C(C)(C)C
  1.8	i	-1.4
- CCOc1cc(CN2CCCC(N3CCN(c4ccc(F)cc4)CC3)C2)ccc1OC (configuration not stated)
  0.2	i	-0.7
- COc1ccc(NC(=O)C2CCN(C(=O)c3cccs3)CC2)cc1OC
  -0.82	i	0.1
- CC(=O)c1c(C)[nH]c(C(=O)Nc2ccc(C)c(S(=O)(=O)Nc3ccc(C)cc3C)c2)c1C
  -0.33	i	-0.6
- O=C(c1cc(Cl)cc(Cl)c1)N1CCN(c2cc(C(F)(F)F)nc3ccccc23)CC1
  0.62	i	-1.3
- C/C(=N\NC(=O)c1nnn(-c2nonc2N)c1CSc1ccc(C)cc1)c1ccco1
  -0.06	i	0.8
- Cc1ccc(C(=O)C2CCN(S(=O)(=O)c3ccc(C(=O)O)cc3)CC2)cc1
  1.2	i	-1.1
- CC(C)Cc1ccc(CN2CCCC(NC(=O)CCCN3CCCC3=O)C2)cc1 (configuration not stated)
  -0.31	i	0.4
- COC(=O)c1c(-c2ccccc2)csc1NC(=O)c1ccco1
  -0.77	i	-1.1
- Cc1cc(C)cc(C(=O)N2CC(C)OC(C)C2)c1 (configuration not stated)
  1.5	i	-0.9
- COc1ccc(C2(c3ccc(OC)cc3)NC(=O)N(CC(=O)Nc3ccc(OC)c(OC)c3)C2=O)cc1
  -1.1	i	-5.5
- O=S(=O)(NCc1ccc2c(c1)OCO2)c1ccccc1F
  -0.08	i	-1.9
- O=C(CSc1nnc(CNC(=O)c2ccccc2)o1)NCc1ccccc1
  -1.6	i	-1.5
- CN(C)S(=O)(=O)c1cccc(NC(=O)CCNC(=O)c2ccccc2Cl)c1
  -0.49	i	1.1
- O=c1[nH]c(C2CCN(S(=O)(=O)c3ccc(S(=O)(=O)NC4CC4)cc3)CC2)nc2c1nnn2Cc1ccccc1
  0.71	i	-0.3
- COC(=O)c1cc(Cl)c(NC(=O)/C=C/c2ccc(Cl)cc2Cl)cc1OC
  1.3	i	1.6
- Cc1onc(-c2ccccc2)c1CNC(=O)Nc1cccc(Cl)c1
  0.94	i	0.5
- CCOC(=O)c1ccc(NC(=O)CC2C(=O)OCCN2CC)cc1 (configuration not stated)
  1.6	i	-1.0
- O=[N+]([O-])c1ccc2nc(-c3cccnc3)[nH]c2c1
  -0.37	i	9.5
- CCOC(=O)c1nnn(-c2nn3nnnc3c3ccccc23)c1C
  0.05	i	-2.0
- Cc1cc2c(cc1S(=O)(=O)C(C)CC(=O)NCc1ccco1)OCC(=O)N2 (configuration not stated)
  -0.21	i	-0.6
